From PubChem
MIN6 prolif = inducers of MIN6 beta-cell proliferation, primary screen, ATP luminescence, uHTS; hit rate 0.29% among 330,000; proliferation, % at 10 µM; MIN6 cells proliferation, ATPlite luminescence, 48 h; cells starved in 0.2% serum; 100% = growth in 10% serum;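 active = compounds whose signal lies at least 3.5 SD above the mean of all wells on their plate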;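 also: 0% = DMSO-treated cells in low-serum medium and 100% = 10% serum control; some compounds called inactive have numbers as strong as hits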
tim23-1 inh = growth inhibitors of tim23-1 mutant yeast, primary screen, luminescence, uHTS; hit rate 1.3% among 330,000; S. cerevisiae tim23-1 growth, BacTiter-Glo luminescence, 24 h; inhibition, % at 20 µM;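 active = growth inhibition of the mutant yeast at or above 50%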;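 also: temperature-sensitive mutant grown at 25 °C; plate controls were DMSO-treated mutant yeast for no effect and medium wells lacking yeast for full effect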
APJ antag = antagonists of human apelin receptor APJ, primary screen, CHO-K1 cells, beta-arrestin complementation, luminescence | P35414 | inhibition, % at 20 µM | hit rate 0.32% among 330,000;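 active = inhibition above about 40% at 20 µM, limit read from the data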;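 also: cells challenged with 10 nM apelin-13 agonist together with compound; plate controls were apelin-13 plus DMSO wells for no effect and DMSO wells lacking apelin-13 for full effect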
Target sequence (P35414 whole entry, looked up): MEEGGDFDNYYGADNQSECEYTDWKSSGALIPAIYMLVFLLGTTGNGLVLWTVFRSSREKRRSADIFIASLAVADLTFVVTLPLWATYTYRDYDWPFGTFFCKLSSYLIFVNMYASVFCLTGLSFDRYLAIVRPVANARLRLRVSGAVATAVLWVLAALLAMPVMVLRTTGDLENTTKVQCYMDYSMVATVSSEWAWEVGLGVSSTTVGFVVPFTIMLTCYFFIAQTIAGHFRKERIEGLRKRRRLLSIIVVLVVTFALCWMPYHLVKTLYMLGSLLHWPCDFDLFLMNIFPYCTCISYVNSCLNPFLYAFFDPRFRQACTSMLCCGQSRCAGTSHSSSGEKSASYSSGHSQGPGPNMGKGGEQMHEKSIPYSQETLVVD
GRIN3A LBD mod = binders of NR3A ligand-binding domain, primary screen, biophysical, differential scanning fluorimetry, uHTS. Glutamate receptor ionotropic, NMDA 3A (GRIN3A) ligand-binding domain. NR3A LBD differential scanning fluorimetry, Tm shift; 0% = protein alone, 100% = glycine-bound protein. Tm shift relative to glycine control, % at 25 µM. hit rate 2.5% among 340,000. AID 1259313, 2017;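 active = melting temperature shift of at least 10% of the positive control shift, at one fixed dose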
NALP3 yeast inh = NALP3 inflammasome inhibitors in reconstituted yeast, primary screen, luminescence, uHTS | inhibition, % at 10 µM | Yeast reconstituted NLRP3/ASC/caspase-1, beta-gal luminescence, 24 h | AID 2825, 2010 | hit rate 0.39% among 330,000;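 active = inhibition of 50% or more; inactive = inhibition below 50%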;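 also: plate controls were induced DMSO wells for no effect and uninduced yeast grown without galactose for full effect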
tim10-1 inh = growth inhibitors of tim10-1 mutant yeast, primary screen, luminescence, uHTS; S. cerevisiae tim10-1 ts strain growth, BacTiter-Glo, 24 h; inhibition, % at 20 µM; hit rate 2.2% among 330,000;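 active = inhibition of at least 40%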;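 also: mutant grown at 25 °C; 0% = DMSO wells with yeast and 100% = wells holding no yeast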
APJ agonist = agonists of human apelin receptor APJ, primary screen, CHO-K1 cells, PathHunter beta-arrestin, luminescence; AID 2520, 2010; activation, % at 20 µM; hit rate 0.11% among 330,000; 0% DMSO wells, 100% apelin;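 active = activation more than six SD over the plate average, tested at 20 µM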;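 also: 0% = DMSO alone and 100% = apelin-13 at 10 nM; some results filed as inactive read as strong as hits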
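Material: engineered CHO-K1 APJ arrestin reporter cells; amount: 1000 CHO-K1 reporter cells seeded per well; incubation: compound stimulation 90 min at 25 °C, detection 60 min; signal: luminescent beta-gal fragment complementation, chemiluminescent substrate; read-out basis: APJ agonist activity; controls: DMSO-only wells as negative, 10 nM Apelin-13 as positive control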
MPTP block = mitochondrial permeability transition pore inhibitors, primary screen, biochemical, isolated mouse mitochondria, absorbance; inhibition, % at 10 µM; Ca2+ swelling absorbance, 30 min; hit rate 1.4% among 360,000; AID 602449, 2012;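 active = inhibition of 50% or more, scaled per plate between neutral and stimulator controls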;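 also: 0% = DMSO wells given calcium and 100% = 1 mM EGTA wells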
TIM10 inh = growth inhibitors of isogenic TIM10 control yeast, primary screen, counter-screen for tim10-1 yeast inhibitor project, luminescence, uHTS. hit rate 1.4% among 330,000. AID 463195, 2010. inhibition, % at 10 µM. S. cerevisiae TIM10 strain growth, BacTiter-Glo luminescence, 24 h;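 active = inhibition of 40% or more at the single tested concentration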;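 also: wild-type TIM10 isogenic control strain grown at permissive 25 °C; 0% = DMSO yeast wells and 100% = minimal medium wells without yeast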
An asterisk follows results filed as active; . = no result given.

Start of the listing, in advance (3 entries):
SMILES | MIN6 prolif | tim23-1 inh | APJ antag | GRIN3A LBD mod | NALP3 yeast inh | tim10-1 inh | APJ agonist | MPTP block | TIM10 inh
O=C(Nc1ccc(S(=O)(=O)N2CCCC2)cc1)c1ccc(OCC2CCCO2)cc1 (centres undefined) | 1.5 | 15.8 | 4.4 | -1.5 | -15.1 | 30.4 | 1.4 | -2.7 | 18.1
Cc1ccc2nc3c(c(Nc4cccc(O)c4)c2c1)CCC3 | -5.3 | 1.2 | 1.2 | 0.3 | 9.1 | -9.5 | -2.0 | 1.1 | -6.0
O=c1c(-c2ccccc2)coc2c(CN3CCCCC3)c(O)ccc12 | -2.6 | -3.0 | -21.4 | 0.7 | 26.9 | 10.8 | -2.3 | 0.7 | -0.9

The whole of this part, from the start:
SMILES | MIN6 prolif | tim23-1 inh | APJ antag | GRIN3A LBD mod | NALP3 yeast inh | tim10-1 inh | APJ agonist | MPTP block | TIM10 inh
O=C(Nc1ccc(S(=O)(=O)N2CCCC2)cc1)c1ccc(OCC2CCCO2)cc1 (centres undefined) | 1.5 | 15.8 | 4.4 | -1.5 | -15.1 | 30.4 | 1.4 | -2.7 | 18.1
Cc1ccc2nc3c(c(Nc4cccc(O)c4)c2c1)CCC3 | -5.3 | 1.2 | 1.2 | 0.3 | 9.1 | -9.5 | -2.0 | 1.1 | -6.0
O=c1c(-c2ccccc2)coc2c(CN3CCCCC3)c(O)ccc12 | -2.6 | -3.0 | -21.4 | 0.7 | 26.9 | 10.8 | -2.3 | 0.7 | -0.9
Cc1ccc2oc(C(=O)NCc3ccc4c(c3)OCO4)c(C)c2c1 | -3.0 | 31.0 | -4.1 | -16.5 | 22.9 | 30.6 | 3.5 | -1.0 | 6.2
O=C(c1snnc1-c1ccccc1)N1CCOCC1 | 2.6 | 3.6 | -0.7 | -0.6 | 21.5 | 6.7 | -3.7 | -2.2 | 15.4
CCOc1ccc(C(C)C)cc1S(=O)(=O)Nc1ccc(Cl)cn1 | -2.5 | 0.8 | 11.4 | 12.2* | -8.2 | -3.6 | -3.4 | -2.4 | 0.9
CCOC(=O)CC1COCCN1Cc1cn[nH]c1-c1ccc2c(c1)OCO2 (centres undefined) | -2.5 | 8.1 | 11.0 | -2.8 | -14.0 | -1.0 | -2.0 | 0.3 | -11.8
O=C(CN1CCN(c2ccccn2)CC1)Nc1ccc([N+](=O)[O-])cc1C(=O)Nc1ccccc1F | -1.9 | 32.1 | -11.6 | -1.1 | 14.5 | 23.4 | 5.4 | -0.2 | -9.8
Cc1ccc(N2CN=C3SCC(=O)N3C2)cc1C | -2.5 | 5.2 | 13.9 | 0.2 | 10.1 | 10.1 | -3.8 | 1.1 | 10.9
O=C1C=C(c2ccc(-c3ccccc3)c(F)c2)C[C@@H](c2ccc3c(c2)OCO3)C1 | -4.4 | -4.5 | 6.7 | -1.3 | 15.1 | -9.3 | -4.1 | 1.4 | 6.4
CCCC(=O)NCC(c1cccs1)S(=O)(=O)c1ccc(Cl)cc1 (centres undefined) | -1.1 | -1.8 | 7.0 | -0.2 | 18.6 | 7.7 | 0.4 | 0.5 | -7.0
Cc1cccc(NC(=O)N(C)Cc2cccs2)c1 | 0.5 | 32.9 | 5.4 | -1.2 | 0.2 | 23.5 | -9.6 | -4.4 | 5.1
COC(=O)C1=C(C(=O)OC)[N+]2=C3N(C(=O)NC2(C)C)[C@H](CO)C[C@@]32c3ccccc3N(Cc3ccccc3)[C@@H]12 | -0.6 | 9.3 | 7.5 | -1.0 | 10.3 | 18.0 | -5.6 | -0.5 | 9.3
CCCC(C)NC(=O)COc1ccc(Sc2ccc(OCC(=O)NC(C)CCC)cc2)cc1 (centres undefined) | -2.8 | 0.2 | -6.5 | 3.5 | 2.9 | 9.8 | 3.1 | 78.3* | 10.7
CCCSc1sc(C(=O)OC)c(-c2cccs2)c1C#N | -2.2 | 0.9 | 14.1 | 3.9 | 8.0 | -26.7 | -0.6 | . | -5.3
CCOC(=O)C1CCCN(C(=O)CCNS(=O)(=O)c2cc(Br)cnc2N)C1 (centres undefined) | -1.3 | 9.9 | 0.8 | 2.0 | 5.3 | 26.9 | -4.0 | 0.7 | 12.0
O=C(CNC(=O)c1ccccc1F)NNC(=O)c1ccccc1O | -0.6 | -3.5 | -21.9 | -3.3 | 21.4 | 14.0 | -3.4 | 0.8 | 4.2
CN(C)C(=O)CSc1nnc(NC(=O)CCc2ccccc2)s1 | -2.2 | 15.1 | 12.5 | -2.7 | 7.7 | 8.8 | 2.0 | 3.1 | 15.0
CCOC(=O)c1ccc(S(=O)(=O)N2CCN(CCC#N)CC2)cc1 | 0.0 | 6.6 | -43.7 | -2.2 | 16.2 | 1.4 | -3.8 | 0.9 | 4.4
O=C(c1cc(Cl)ccc1[N+](=O)[O-])N1CCc2ccccc2C1 | -4.7 | 3.1 | 1.1 | -2.8 | 5.4 | -3.7 | -0.9 | -0.8 | -8.0
Cc1c(C)c2ccc(OC(C)C(=O)N3CC[C@@]4(O)CCCC[C@H]4C3)c(C)c2oc1=O (some centres undefined) | -1.8 | 9.7 | -48.1 | -1.1 | -1.8 | 20.0 | -1.2 | -1.9 | 4.0
CCc1ccc(OCC(=O)N(Cc2ccccc2)C2CCS(=O)(=O)C2)cc1 (centres undefined) | 0.9 | 9.1 | -10.4 | 2.0 | 10.9 | 5.4 | -2.6 | -1.5 | -10.2
CCOC(=O)CNC(=O)CSc1nnc(-c2ccco2)n1N | -1.5 | -8.6 | -3.2 | 3.8 | -7.1 | 0.1 | -1.4 | 1.0 | 0.7
Cc1ccc(OCC(=O)N/N=C/c2ccc([N+](=O)[O-])o2)cc1 | -4.5 | 50.9* | -19.9 | -4.5 | 14.6 | 43.7* | 6.2 | 1.8 | 46.8*
COc1nc(Oc2ccc(C(=O)O)cc2)nc(Oc2ccc(C(=O)O)cc2)n1 | 0.5 | -2.9 | 6.0 | 0.1 | -1.5 | 16.3 | -3.3 | -0.6 | -11.9
COC(=O)c1ccc(NC(=O)CSc2nnc(CNc3ccc(F)cc3)n2C)cc1 | 1.5 | 4.4 | -1.9 | 1.7 | 8.1 | -1.1 | 0.3 | 1.1 | 4.9
CC(C)(C)NC(=O)C(c1cccnc1)N(C(=O)c1csnn1)c1ccccc1 (centres undefined) | 0.6 | 1.5 | -3.8 | -0.6 | -2.5 | -2.4 | -2.5 | -1.9 | 1.1
COc1ccc(CNC(=O)/C(C#N)=C/c2cccc(OC)c2OC)cc1 | -2.8 | 71.3* | 4.3 | 1.4 | 39.0 | 63.8* | 10.2 | -0.2 | 70.4*
COCCCNCCOCCSc1ccc(Cl)cc1 | 0.0 | 5.9 | 3.7 | -0.7 | 9.1 | -3.4 | -0.8 | -0.2 | -7.0
O=C(CSc1nnc(-c2ccco2)n1Cc1ccccc1)c1ccccc1 | 1.1 | 46.5 | 6.4 | 2.3 | 16.9 | 15.7 | -3.3 | -5.3 | 11.5
CCOC(=O)c1sc(NC(=S)NC(=O)c2ccco2)nc1C | -1.9 | 1.6 | 1.6 | -9.6 | 8.9 | 10.8 | 2.1 | 0.6 | 10.4
C[C@@]12C(=O)Nc3ccc(Br)cc3C(=O)N1[C@H]1c3cc(Br)ccc3OC[C@@H]1[C@@H]2c1ccccc1 | -8.6 | 36.8 | 14.5 | 0.5 | -1.1 | 29.6 | -4.1 | 0.0 | 18.7
O=C(OCC(=O)c1ccc[nH]1)c1ccc(Cl)c(Cl)c1 | -2.3 | 11.0 | -3.9 | 0.9 | 32.2 | -2.2 | 2.0 | 0.4 | -3.1
Cc1ccccc1NC(=S)Nc1ccccc1 | -1.2 | 15.1 | 8.5 | 1.4 | 4.1 | 4.0 | -3.2 | -0.5 | -7.5
CCC(c1nnc(SCC(=O)Nc2ccc(NC(C)=O)cc2)n1Cc1ccccc1)N(C)C (centres undefined) | -1.0 | -12.2 | 0.6 | 3.1 | 12.2 | -12.3 | -1.0 | -1.7 | -0.1
Cc1ccc(S(=O)(=O)N2CCOCC2)cc1C(=O)N1CCN(Cc2ccccc2)CC1 | 3.0 | 12.6 | -6.8 | -0.1 | 12.4 | 6.0 | 14.0 | -1.3 | 16.0
C[C@@H]1CC=C[C@@H]2[C@H]1C(=O)N(Cc1ccccc1)[C@H]2c1cccc(C#Cc2ccccc2)c1 | . | 42.1 | . | -0.5 | . | 29.1 | . | -0.3 | 7.3
Cc1ccc(NC(=O)Nc2ccc3c(c2)N(C)C(=O)CS3)cc1C | 1.7 | 5.9 | 9.7 | 5.2 | 10.9 | -0.5 | 6.5 | 35.1 | 14.0
O=C(O)C1C2C=CC(C2)C1C(=O)NC(c1ccccc1)c1ccccc1 (centres undefined) | -2.1 | 22.7 | -19.5 | 0.3 | 4.3 | 16.1 | -1.3 | -1.2 | -11.4
CS(=O)(=O)N1CCCC(C(=O)NCc2ccc(F)cc2Cl)C1 (centres undefined) | 1.2 | 9.6 | 17.1 | -6.3 | 9.1 | 4.0 | 2.6 | 1.0 | -6.4
COc1ccc(CCNS(=O)(=O)c2ccc(OC)cc2)cc1 | 1.8 | 41.1 | 10.1 | -1.2 | 17.9 | 43.9* | 0.9 | -0.5 | 3.6
CCCCC(=O)Nc1nc(C)c(-c2csc(Nc3ccccc3OC)n2)s1 | -7.0 | 32.8 | 8.5 | -3.1 | -3.9 | 33.8 | -4.3 | 0.6 | 10.0
O=C(Oc1ccc(-c2cnc3ccccc3n2)cc1)c1ccc(Cl)c([N+](=O)[O-])c1 | -2.1 | -6.9 | -33.5 | -0.9 | 22.7 | -16.6 | 0.9 | -2.0 | -6.0
Cc1cccc(C(=O)NNC(=O)CSc2nnc(C3CC3)n2C)c1 | -4.9 | 10.1 | 6.3 | -0.4 | 11.2 | 3.4 | -0.7 | 0.7 | -11.3
O=C1c2cccc([N+](=O)[O-])c2C(=O)N1C1CCCCC1 | -1.9 | 12.8 | -11.3 | -2.3 | 5.4 | -21.5 | -2.7 | 0.5 | -16.8
CCOC(=O)c1c(C)[nH]c(C(=O)OCC(=O)N2c3ccccc3CC2C)c1C (centres undefined) | 1.6 | 6.5 | 0.9 | -11.9 | -12.2 | -5.1 | -2.7 | 4.4 | 4.7
O=C1CC(c2ccccc2)Sc2nc3ccccc3n21 (centres undefined) | -0.9 | 27.9 | 3.2 | -1.8 | 23.4 | 14.9 | -3.8 | -2.3 | 6.7
Cc1ccc(C(=O)Nc2nnc(NC(=S)Nc3ccccc3)s2)cc1 | -4.3 | -8.7 | 19.5 | 32.0* | 8.9 | 13.9 | -2.5 | 3.6 | 12.3
COc1cc(Cl)c(S(=O)(=O)NCCCN2CCOCC2)cc1Cl | -2.4 | 3.0 | 19.3 | -2.3 | 26.9 | 0.0 | -2.4 | -10.0 | -4.0
CCCCOc1ccc(/C=c2\sc3ncnn3c2=O)cc1 | -2.1 | 4.8 | 12.3 | 4.9 | 5.2 | 26.5 | 6.6 | -0.3 | 26.2
C=CCc1c(OC)ccc2c1c(S(=O)(=O)c1ccc(C)cc1)cn2COC | -4.3 | 35.0 | -1.8 | 1.1 | 48.5 | 22.0 | -0.2 | 1.5 | 11.6
